MsrA inhibitor: inhibits bovine methionine sulfoxide reductase A; purified bovine MsrA, absorbance read-out; inhibition, % at 15.5 µM; actives 0.75% (n = 360,000); AID 651718; in the data active means inhibition above about 4.5%;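 further: 0% = vehicle wells with enzyme and 100% = reference inhibitor wells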
Neddylation inh: cullin neddylation inhibition; P61081+Q13564; TR-FRET cullin neddylation, biochemical; calls only at 25 µM; actives 0.58% (n = 360,000); AID 651699; in the data active means inhibition above about 36%
MT1-MMP act inh: MT1-MMP (human) activation inhibition. HT1080 RFP-PRO-GFP cells, GFP/RFP ratio fluorescence, overnight; percent of plate control window, DMSO zero. GFP/RFP ratio change, % at 20 µM. actives 0.061% (n = 360,000);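 active means GFP/RFP ratio change of at least 30% with cell ATP level not reduced by more than half and red fluorescence within 50% of control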; further: strong numbers were not always called active
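Material – HT1080 RFP-PRO-GFP cells · Control set – DMSO wells and RFP-L50D-GFP cells · Incubation – overnight cell settling, then overnight compound exposure, 37 °C, 5% CO2 · Compound dosing – single-point 20 µM compound, 1% DMSO · Read-out – GFP/RFP fluorescence ratio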
FAS-TE inh: inhibitors of human fatty acid synthase thioesterase domain; recombinant FAS-TE, OMFH fluorogenic substrate, fluorescence endpoint; inhibition, % at 15 µM; actives 0.67% (n = 360,000); AID 602261;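 active means compounds whose normalised, plate-corrected inhibition of enzyme fluorescence in the single-dose primary screen is 50% or more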;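 further: 0% = DMSO with enzyme and 100% = substrate without enzyme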
eLon inh: inhibitors of E. coli Lon protease; purified E. coli Lon protease, fluorescence polarization; inhibition, % at 7.94 µM; actives 0.42% (n = 360,000); AID 602123; in the data active means inhibition above about 13%, passing the limit was not always enough;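 further: 0% = enzyme with probe and DMSO and 100% = no enzyme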
CendR NRP1 mod: alters CendR peptide binding to human NRP-1 | O14786 | inhibition, % at 25 µM | actives 0.85% (n = 360,000) | FAM-RPARPAR peptide binding to NRP-1, fluorescence polarization;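 active means inhibition or corrected inhibition above about 18%, plus a signal ratio from 0.5 to 1.5, limit read from the data, passing the limit was not always enough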; further: strong numbers were not always called active
SKN-1 block: inhibitors of C. elegans SKN-1; C. elegans VP596 Pgst-4::GFP/RFP ratio, acrylamide-induced, 24 h; inhibition, % at 21.8 µM; actives 0.49% (n = 360,000); AID 624304;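 active means interference check ratio from 0.5 to 1.5 plus GFP to RFP signal ratio inhibition reaching or exceeding a fixed threshold, cut at about 30% in these data, passing the limit was not always enough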; further: some compounds called inactive have numbers as strong as hits
MsrA act: bovine methionine sulfoxide reductase A activation; purified bovine MsrA, absorbance read-out; actives 0.3% (n = 360,000); activation, % at 10.6 µM; in the data active means activation above about 7.5%;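 further: 0% = vehicle and 100% = reference activator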
Rin1 Abl inh: inhibitors of human Rin1-Abl protein interaction | P00519+Q13671 | TR-FRET Rin1/Abl binding, biochemical | inhibition, % at 7.35 µM | actives 0.4% (n = 360,000) | AID 588664; in the data active means inhibition above about 5%, passing the limit was not always enough
* marks the source's active call; other numbers are inactive results; i = inactive; . = no result given.

SMILES	MsrA inhibitor	Neddylation inh	MT1-MMP act inh	FAS-TE inh	eLon inh	CendR NRP1 mod	SKN-1 block	MsrA act	Rin1 Abl inh
Cc1ccc(/C=N/NC(=O)c2n[nH]c3c2CCCC3)cc1	-1.3	i	15	-3	9	6	-8	-4	2
Cn1cccc1/C=N/NC(=O)c1ccccn1	3.9	i	2	-5	-1	1	-1	0	-4
O=C(COC(=O)Cc1cccc2ccccc12)Nc1ccccc1-c1ccccc1	-0.6	i	-4	35	9	-5	3	-3	1
O=C(N/N=C/c1ccc([N+](=O)[O-])o1)C(=O)Nc1ccc(C(=O)O)cc1	1.3	i	-2	-8	1	3	-3	-13	2
Cc1cccnc1NC(=O)NC(=O)c1ccc(C(C)(C)C)s1	-0.2	i	-5	-1	4	9	1	-9	0
CCOc1ccccc1NC(=O)c1nc(S(=O)(=O)Cc2ccccc2)ncc1Cl	-0.5	i	-3	60*	2	17	12	0	-1
CC(C)OC(=O)CCNc1n[nH]c(=O)[nH]c1=O	-1.8	i	0	-6	-3	2	-10	-14	1
O=C(COC(=O)C1CC(=O)N(c2ccc3c(c2)OCCO3)C1)Nc1ccc2c(c1)CCC2 (stereo not drawn)	-1.4	i	7	3	-4	16	-7	-2	0
CC(NC(=O)CNC(=S)N(Cc1cccs1)C1CCCC1)c1ccccc1 (stereo not drawn)	1.1	i	-1	11	2	-9	7	0	4
COc1cccc(-c2ccc3ncnc(NCc4cc(C)cs4)c3c2)c1	-0.8	i	-3	7	4	3	9	-7	3
C/C(CCc1ccccc1)=N\NC(=O)C(=O)Nc1cccc(Cl)c1	-0.9	i	2	1	-5	0	4	-3	1
CC(=O)N1CCc2cc(S(=O)(=O)CCC(=O)Nc3cc(C)cc(C)c3)ccc21	-1.1	i	-2	-5	-10	0	6	-8	-2
Cc1cc(OCC(=O)NNC(=O)c2ccncc2)ccc1C(C)C	0.7	i	4	-5	-4	4	10	-2	-3
CCOc1ccc(NC(=O)N(CCN2CCOCC2)Cc2ccc3c(c2)CCCN3CC)cc1	1.2	i	11	-2	4	17	8	3	-2
O=C(NCc1ccc2c(c1)OCO2)C1CC(=O)N(c2ccc(Cl)cc2)C1 (stereo not drawn)	-0.3	i	1	2	13	-3	5	-4	-1
COCCn1nnnc1C(c1cccs1)N1CCN(c2ccccc2)CC1 (stereo not drawn)	1.2	i	5	1	1	8	16	1	-2
CCn1c(SCC(=O)NC2CCCC2)nnc1-c1ccncc1	0.2	i	-1	-6	-2	8	6	2	1
Cc1ccc(S(=O)(=O)N2CCN(C(=O)[C@H](Cc3ccccc3)NC(=O)c3ccco3)CC2)cc1	-0.5	i	-4	0	-1	0	5	-1	2
Cc1ncn(-c2ccccc2)c1-c1ccccc1	-0.8	i	7	-7	1	3	-9	-3	-1
O=C(CN1CC(=O)Oc2ccccc21)OCC(=O)c1cccc(Br)c1	.	i	-1	-2	5	-19	28	-1	-3
C[C@H](CO)N1C[C@H](C)[C@@H](CN(C)S(=O)(=O)c2ccccc2)Oc2c(NS(=O)(=O)c3ccc(F)cc3)cccc2C1=O	-0.5	i	0	-3	-13	-3	22	-2	0
Cc1ccc(OCC(=O)NNC(=O)CSc2ncc(C#N)c(N)n2)cc1	-0.5	i	-4	-9	-41	-36	2	-5	4
Cc1ccnc(Nc2cccnc2)n1	1.6	i	-4	-12	-4	-2	3	-5	-1
COc1ccc(CCN(C)C(=O)/C=C/c2c(Cl)nc3ccccn23)cc1OC	1.9	i	3	-4	3	13	3	-4	0
Cc1ccc(-c2csc(NC(=O)C[n+]3cc(-c4ccccc4)n4c3CCC4)n2)cc1	-0.9	i	5	-7	0	-5	-4	5	-4

Some entries already given, limited to CendR NRP1 mod, MsrA act and Neddylation inh.
mol,CendR NRP1 mod,MsrA act,Neddylation inh
Cc1ncn(-c2ccccc2)c1-c1ccccc1,3,-3,i
Cc1ccc(-c2csc(NC(=O)C[n+]3cc(-c4ccccc4)n4c3CCC4)n2)cc1,-5,5,i
O=C(CN1CC(=O)Oc2ccccc21)OCC(=O)c1cccc(Br)c1,-19,-1,i
CC(=O)N1CCc2cc(S(=O)(=O)CCC(=O)Nc3cc(C)cc(C)c3)ccc21,0,-8,i
CC(NC(=O)CNC(=S)N(Cc1cccs1)C1CCCC1)c1ccccc1 (stereo not drawn),-9,0,i
O=C(COC(=O)Cc1cccc2ccccc12)Nc1ccccc1-c1ccccc1,-5,-3,i

Going on with the list.
SMILES	MsrA inhibitor	Neddylation inh	MT1-MMP act inh	FAS-TE inh	eLon inh	CendR NRP1 mod	SKN-1 block	MsrA act	Rin1 Abl inh
C[C@H](NC(=O)CCCn1nnc2ccccc2c1=O)C(=O)O	0.2	i	0	-6	-1	12	1	-2	1
COc1ccc(C)cc1S(=O)(=O)Nc1ccccc1C	1.6	i	1	-3	-15	-4	-10	-2	-2
CCOC(=O)C1(C)NC(c2ccc(OC)cc2OC)C2C(=O)N(c3cccc(OC)c3)C(=O)C21 (stereo not drawn)	-1.0	i	5	-5	-3	-2	-4	-2	0
Cc1cc(C)cc(N(C(=O)CNC(=O)c2ccco2)C(C(=O)NC2CCCCC2)c2cccnc2)c1 (stereo not drawn)	-1.0	i	-2	-4	-6	6	1	-2	2
CC1COC(C)(CC(=O)NN2C(=O)c3ccccc3C2=O)O1 (stereo not drawn)	0.3	i	-2	-2	-3	5	-5	0	1
Cc1nc(SCC(=O)N2CC(C)OC(C)C2)nc(C)c1C (stereo not drawn)	0.2	i	3	-9	1	7	-10	-14	8.3*
CCCCNC(=O)C1COc2ccccc2O1 (stereo not drawn)	-0.2	i	0	-10	1	-2	-7	-8	1
Cn1nnnc1Sc1ncnc2scc(-c3cccc(S(C)(=O)=O)c3)c12	3.1	i	-22	0	5	21	7	-2	0
CCN(CC)c1nc2n(c(=O)n1)CCN2CC	-0.2	i	1	-6	5	9	13	-2	-4
Cc1cc(C(=O)CSc2ncccn2)c(C)n1-c1cccc(F)c1	-1.1	i	-3	-3	-14	-6	14	3	2
CC(=O)N1CCN(c2ccc([N+](=O)[O-])c(-n3nc(C)cc3C)c2)CC1	1.0	i	0	1	-12	9	3	-4	3
CCC(=O)Nc1cccc(NC(=S)NC(=O)c2ccc(C)cc2)c1	-0.4	i	3	2	-3	2	0	-8	2
Nc1nc(COC(=O)C2CC(=O)N(Cc3ccccc3Cl)C2)nc(Nc2ccccc2)n1 (stereo not drawn)	0.0	i	2	1	6	-5	-1	-10	-3
COc1cc(CC(=O)OCC(=O)Nc2cc([N+](=O)[O-])ccc2Cl)cc(OC)c1OC	0.7	i	-4	14	-2	10	-8	-1	-2
O=C(OCc1ccccc1)/C(=C/c1cccc([N+](=O)[O-])c1)NC(=O)c1ccco1	0.6	i	7	47	-3	6	-1	-8	0
Cc1nnc(Nc2ccc(C(=O)NCCO)cc2)c2ccccc12	2.0	i	5	-1	-7	-15	-7	-1	0
CCOC(=O)Nc1sc2nc(C)cc(C)c2c1-n1cccc1	0.1	i	2	0	-2	6	20	-3	-3
Cc1ccccc1CNC(=O)/C=C\C(=O)O	-0.8	i	4	-8	-1	-8	10	-10	1
Cc1ccc(-n2cc(CN(C)Cc3nccn3C)c(-c3cccc(C)c3)n2)cc1	1.0	i	-2	6	3	1	12	-3	1
NC(=O)CC(NC(=O)c1cccc(Br)c1)c1ccc(NC2CCC2)c([N+](=O)[O-])c1 (stereo not drawn)	0.7	i	-1	-3	4	4	14	-2	1
O=C(Nc1ccccc1)OCCc1ccccn1	-0.1	i	1	-7	-3	3	3	-2	0
Cc1ccc[n+](CC(=O)Nc2ccc([N+](=O)[O-])cc2Cl)c1	2.6	i	3	-9	-3	14	-1	-3	0
O=C(CN1CCOCC1)n1c2c(c3ccccc31)CCCC2	1.0	i	-2	2	2	-3	13	-2	0
NC(=O)C1(N2CCCCC2)CCN(C(=S)Nc2cc(F)cc(F)c2)CC1	-1.0	i	0	-10	-6	5	9	-1	2
C/C(=N\NC(=O)c1ccc(N/N=C(\C)c2ccc(O)cc2)cc1)c1ccc(O)cc1	4.3	.	4	1	-7	0	10	-4	-2

Copied from the list:
MsrA act, CC(=O)N1CCN(c2ccc([N+](=O)[O-])c(-n3nc(C)cc3C)c2)CC1 is entered as -4
CendR NRP1 mod, O=C(Nc1ccccc1)OCCc1ccccn1 is entered as 3

More results
SMILES	MsrA inhibitor	Neddylation inh	MT1-MMP act inh	FAS-TE inh	eLon inh	CendR NRP1 mod	SKN-1 block	MsrA act	Rin1 Abl inh
CCCOc1ccc(C(=O)Nc2ccc(CN3CCOCC3)cc2)cc1	0.6	i	6	-1	-4	5	11	1	0
CSC1=C(C#N)C(=O)NC(c2ccc(Cl)cc2)S1 (stereo not drawn)	4.2	i	0	6	-1	-18	11	-7	0
COc1ccccc1/C=C/C(=O)NC(=S)Nc1ccccn1	1.5	i	-3	1	-3	3	-15	-5	1
CSCCC(NS(=O)(=O)c1ccc(C)cc1)C(=O)NNC(=O)c1csc(N2CCOCC2)n1 (stereo not drawn)	-1.1	i	-3	0	-3	6	4	-3	0
CCN1CCN(CCCNC(=O)C2c3ccccc3C(=O)N(c3ccc(OC)cc3)C2c2ccc(OC)cc2)CC1 (stereo not drawn)	0.5	i	2	-3	9	3	-1	-5	2
CCOC(=O)c1ccccc1OCc1cc(/C=N/n2cncn2)ccc1OC	0.7	i	6	-2	-1	-4	1	-2	-2
CCOC(=O)C1=CC[C@@H](c2ccccc2)N(S(=O)(=O)c2ccc(C)cc2)[C@H]1c1ccccc1C	0.6	i	-8	23	-1	17	7	-5	6
COC(=O)c1c(NC(=O)CSc2nccn2C)sc(C)c1C	1.2	i	2	-4	-11	12	11	-1	-1

Compound profiles, as listed above:
`CCN1CCN(CCCNC(=O)C2c3ccccc3C(=O)N(c3ccc(OC)cc3)C2c2ccc(OC)cc2)CC1` (stereo not drawn) across the screens: MsrA inhibitor = 0.5; Neddylation inh = i; MT1-MMP act inh = 2; FAS-TE inh = -3; eLon inh = 9; CendR NRP1 mod = 3; SKN-1 block = -1; MsrA act = -5; Rin1 Abl inh = 2
`CSC1=C(C#N)C(=O)NC(c2ccc(Cl)cc2)S1` (stereo not drawn) across the screens: MsrA inhibitor = 4.2; Neddylation inh = i; MT1-MMP act inh = 0; FAS-TE inh = 6; eLon inh = -1; CendR NRP1 mod = -18; SKN-1 block = 11; MsrA act = -7; Rin1 Abl inh = 0

In a second layout: entries from further up.
SMILES | MsrA inhibitor | Neddylation inh | MT1-MMP act inh | FAS-TE inh | eLon inh | CendR NRP1 mod | SKN-1 block | MsrA act | Rin1 Abl inh
O=C(COC(=O)Cc1cccc2ccccc12)Nc1ccccc1-c1ccccc1 | -0.6 | i | -4 | 35 | 9 | -5 | 3 | -3 | 1
O=C(N/N=C/c1ccc([N+](=O)[O-])o1)C(=O)Nc1ccc(C(=O)O)cc1 | 1.3 | i | -2 | -8 | 1 | 3 | -3 | -13 | 2
